# AHR activator – AHR activators, primary screen, cell-based, luminescence, luciferase reporter, human. AHR-responsive luciferase reporter cells. activation, % at 5 µM. actives 2.5% (n = 320,000). AID 2796, 2010; in the data active = activation above about 47%;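 note: 0% = vehicle wells and 100% = reference agonist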
# MCL1-BIM inh – inhibitors of MCL1 binding to BIM-BH3, primary screen, biochemical, fluorescence polarization. Induced myeloid leukemia cell differentiation protein Mcl-1 (Homo sapiens), Q07820. GST-MCL1 / FITC-Bim-BH3 fluorescence polarization. inhibition, % at 10.9 µM. actives 0.68% (n = 320,000);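 active = inhibition above the mean inhibition of all tested compounds plus 3 SD, set per campaign, cut at about 40% in these data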;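 note: 0% = DMSO wells and 100% = unlabeled Bim-BH3 peptide control; higher means more loss of mP so more displacement of Bim peptide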
# Target sequence (Q07820 whole entry, looked up): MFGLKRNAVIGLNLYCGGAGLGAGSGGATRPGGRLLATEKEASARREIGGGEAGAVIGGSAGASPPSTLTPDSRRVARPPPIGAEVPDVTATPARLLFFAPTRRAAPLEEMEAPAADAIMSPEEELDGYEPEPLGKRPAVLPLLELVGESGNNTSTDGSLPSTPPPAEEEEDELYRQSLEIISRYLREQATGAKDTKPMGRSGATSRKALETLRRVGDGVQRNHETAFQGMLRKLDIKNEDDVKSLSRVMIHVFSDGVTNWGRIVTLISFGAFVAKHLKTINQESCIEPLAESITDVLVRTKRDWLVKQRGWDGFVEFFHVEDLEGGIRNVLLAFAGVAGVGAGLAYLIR
# Fam108B inh – mouse Fam108B serine hydrolase inhibitors, primary screen, counter-screen for RBBP9 inhibitor project, biochemical, fluorescence polarization; recombinant Fam108B, FP-Rh probe fluorescence polarization; inhibition, % at 9.51 µM; actives 0.33% (n = 300,000); AID 1947, 2009;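 active = inhibition above the screen mean inhibition plus 3 SD, computed separately per campaign, cut at about 18% in these data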;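 note: inhibitors lower polarization as less probe binds the enzyme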
# pPAFAH FP inh – pPAFAH enzyme inhibitors, primary screen, biochemical, fluorescence polarization, human. Platelet-activating factor acetylhydrolase (Homo sapiens), Q13093. recombinant pPAFAH, FP-rhodamine probe fluorescence polarization. inhibition, % at 3.39 µM. actives 1.5% (n = 330,000). AID 463082, 2010;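 active = inhibition above the mean inhibition across the screen plus 3 SD, cut at about 25% in these data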;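 note: inhibitors block binding of the rhodamine activity-based probe so polarization drops; 0% = enzyme with DMSO and 100% = wells lacking pPAFAH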
# PAFAH1B2 inh – PAFAH1B2 enzyme inhibitors, primary screen, biochemical, fluorescence polarization, human | recombinant PAFAH1B2, FP-rhodamine activity probe | inhibition, % at 3.39 µM | Platelet-activating factor acetylhydrolase IB subunit alpha2 (Homo sapiens), P68402 | AID 492953, 2010 | actives 1.2% (n = 340,000);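 active = inhibition above the mean of all tested compounds plus 3 SD, cut at about 24% in these data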;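 note: 0% = enzyme with DMSO and 100% = wells lacking PAFAH1B2; many of its hits are not listed in these tables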
# Target sequence (P68402 whole entry, looked up): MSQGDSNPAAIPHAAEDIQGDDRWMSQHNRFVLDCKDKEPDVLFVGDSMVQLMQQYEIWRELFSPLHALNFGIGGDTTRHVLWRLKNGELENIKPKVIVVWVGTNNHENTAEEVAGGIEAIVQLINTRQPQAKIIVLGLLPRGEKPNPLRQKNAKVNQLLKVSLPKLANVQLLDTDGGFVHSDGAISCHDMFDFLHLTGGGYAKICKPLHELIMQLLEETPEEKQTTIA
# Bcl-xL primary – inhibitors of human Bcl-xL, primary screen, biochemical, fluorescence polarization, HTS; Bcl-2-like protein 1 (Homo sapiens), Q07817; GST-Bcl-xL / FITC-Bim BH3 peptide fluorescence polarization; inhibition, % at 10.9 µM; actives 0.7% (n = 320,000);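 active = inhibition above the mean of all tested compounds plus 3 SD, cutoff set per campaign, cut at about 30% in these data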;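 note: 0% = DMSO wells and 100% = unlabeled Bim-BH3 peptide competitor; inhibitors lower millipolarization by displacing the labeled peptide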
# Target sequence (Q07817 whole entry, looked up): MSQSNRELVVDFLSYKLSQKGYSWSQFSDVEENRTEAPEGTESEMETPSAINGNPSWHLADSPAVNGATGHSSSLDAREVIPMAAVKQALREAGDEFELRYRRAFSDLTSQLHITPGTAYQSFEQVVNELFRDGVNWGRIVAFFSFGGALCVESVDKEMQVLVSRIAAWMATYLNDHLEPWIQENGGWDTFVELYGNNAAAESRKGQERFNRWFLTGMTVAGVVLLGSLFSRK
# GLD-1 RNA inh – GLD-1/TGE RNA complex disruptors, primary screen, biochemical, fluorescence polarization | Female germline-specific tumor suppressor gld-1 (Caenorhabditis elegans), Q17339 | purified GLD-1 + fluorescein TGE RNA | inhibition, % at 5.96 µM | actives 0.44% (n = 320,000);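 active = percent inhibition above a per-plate cutoff, the plate mean of test compounds plus 3 SD, cut at about 30% in these data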;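 note: 0% = DMSO wells with GLD-1 and probe and 100% = wells lacking GLD-1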
# MEX-5 binding – MEX-5 zinc finger RNA-binding disruptors – biochemical, C. elegans, fluorescence polarization, MLPCN library, primary screen; actives 0.38% (n = 300,000); MEX-5/FITC-TCR2 RNA binding; stronger effect = lower value; activity score (negative = inhibition of binding), % at 10 µM; Zinc finger protein mex-5 (Caenorhabditis elegans), Q9XUB2;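 active = inhibition past about -25% in most replicates, and total fluorescence under double the plate's negative control median, limit read from the data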;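 note: 0% = DMSO and -100% = 5 µM competing unlabeled TCR2 RNA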
# PME-1 inh – PME-1 inhibitors via competitive probe labeling, primary screen, biochemical, fluorescence polarization, FP-Rh probe, HTS; inhibition, % at 5.9 µM; actives 0.53% (n = 320,000); recombinant PME-1; Protein phosphatase methylesterase 1 (Homo sapiens), Q9Y570;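 active = inhibition above the campaign mean of all compounds plus 3 SD, cut at about 26% in these data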;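 note: competitive labeling of PME-1 active site by serine hydrolase directed probe; 0% = PME-1 with DMSO and 100% = wells lacking PME-1 enzyme; inhibitors block probe labeling so polarization falls and inhibition rises; many of its hits are not listed in these tables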
# * = called active by the depositor; . = no result given.
SMILES,AHR activator,MCL1-BIM inh,Fam108B inh,pPAFAH FP inh,PAFAH1B2 inh,Bcl-xL primary,GLD-1 RNA inh,MEX-5 binding,PME-1 inh
CC(C)[C@H](NC(=O)OCc1ccccc1)C(=O)OCc1cc(=O)oc2cc(O)ccc12,-3,2,1,10,3,0,4,2.8,4
O=C(Nc1ccc(N2CCN(C(=O)c3ccco3)CC2)cc1)c1ccc2c(c1)OCO2,-3,7,1,-2,1,0,5,2.1,0
Cc1cccc(NC(=O)C2CCCN2S(=O)(=O)c2ccc(F)cc2)c1C (configuration not stated),1,1,1,3,-2,-1,-1,1.5,4
COc1ccc(C(=O)NC(=S)NNC(=O)c2c(-c3ccccc3)noc2C)cc1,4,4,-5,3,3,3,1,1.7,2
CC(Sc1nnc(Nc2ccccc2)s1)C(=O)Nc1nc(-c2ccccc2)cs1 (configuration not stated),13,-6,-12,-2,3,-3,-7,-0.2,-21
NS(=O)(=O)c1ccc(NC(=O)CCC(=O)c2ccc(Cl)s2)cc1,-1,11,2,3,0,8,2,-3.4,-3
Clc1ccc2[nH]c3c(c2c1)CNCC3,19,5,5,4,0,4,-2,0.7,-3
CCC(C)C1Nc2ccc(C(=O)NCc3ccc4c(c3)OCO4)cc2NC1=O (configuration not stated),8,-4,-1,-7,4,-1,10,0.6,3
CC1(C)CC(NC(=O)C23CCC(C)(C(=O)C2)C3(C)C)CC(C)(C)N1 (configuration not stated),-2,5,-2,5,6,2,7,2.2,0
Cc1ccc(C(=O)C(C)OC(=O)CCN=C2NS(=O)(=O)c3ccccc32)cc1 (configuration not stated),7,-3,-7,-1,1,-6,9,3.1,1
O=C(O/N=C1\CCCc2ccccc21)c1cccc(Cl)c1,-3,7,-4,17,7,4,6,0.8,-5
COc1ccc(Cl)cc1NC(=S)NCCN1CCOCC1,8,-2,-2,1,1,2,-2,-2.7,1
O=C(CCc1ccccn1)N1CCCC(Nc2cccc(F)c2)C1 (configuration not stated),8,-1,-1,-2,2,-1,0,-3.1,-1
COc1ccc(NC(=O)c2ccc3c(=O)n4c(nc3c2)CCCCC4)cc1,-2,4,-4,-1,2,3,5,2.9,-9
COC(=O)c1cccc(/C=N/NC(N)=S)c1O,-1,17,-3,-1,5,3,6,-0.3,-4
CC(=O)c1c(C)[nH]c(C(=O)COc2ccc3c(C)cc(=O)oc3c2)c1C,5,2,.,-2,4,2,-5,.,2
CC1Cc2ccccc2N1C(=O)CO/N=C/c1ccc(OC(F)F)cc1 (configuration not stated),9,-8,6,3,-2,-2,0,0.4,4
COc1ccc(CCNCc2cc3ccc(C)cc3[nH]c2=O)cc1OC,2,2,-3,4,2,3,-2,2.5,-1
Cc1oc2ccc(O)cc2c1C(=O)c1ccc(Cl)cc1,8,2,-1,5,-2,6,-2,0.7,0
O=C(NCCCN1CCN(c2cccc(Cl)c2)CC1)C1(S(=O)(=O)c2ccc(Cl)cc2)CC1,1,1,4,4,-1,0,-2,-0.8,3
NC(=O)[C@@H]1CC2(CC(c3cccc(NC(=O)[C@H]4CCC(=O)N4)c3)=NO2)CN1C(=O)COc1ccc(Cl)cc1 (some centres not stated),0,-4,0,3,4,-3,4,-0.2,0
CC1CCCCN1C(=O)Cn1cnc2cc([N+](=O)[O-])ccc2c1=O (configuration not stated),5,0,2,9,1,3,3,0.3,2
CCN(CC)CCNC(=O)c1ccc(N2CCCCC2)c(NS(=O)(=O)c2ccc(C)cc2)c1,4,6,-1,-3,-2,6,4,-2.2,-2
CCc1cccc(CC)c1NC(=S)/C(=C(\[O-])c1ccc(Cl)s1)[n+]1ccccc1,1,-1,-2,5,-2,2,5,-1.2,-4
c1ccc(-c2nnc(CN3CCCCC3)o2)cc1,3,-4,-3,2,-2,3,-3,-1.6,2
# (more compounds)
SMILES,AHR activator,MCL1-BIM inh,Fam108B inh,pPAFAH FP inh,PAFAH1B2 inh,Bcl-xL primary,GLD-1 RNA inh,MEX-5 binding,PME-1 inh
CCOc1ccc(OCC)c(NC(=O)CCS(=O)(=O)c2ccc(Br)s2)c1,14,4,-1,4,1,4,5,-0.1,-3
c1ccc(-c2noc(CN3CCCC(OCc4ccccn4)C3)n2)cc1 (configuration not stated),4,-1,1,5,4,1,3,2.3,0
CCOc1ccc(OCC(=O)OCC(=O)NNC(=O)c2ccc([N+](=O)[O-])cc2)cc1,0,-8,0,6,7,-10,5,-0.8,-1
Cc1ccc(S(=O)(=O)N(C)C)cc1NC(=S)NC(C)CCC(C)C (configuration not stated),-1,11,-5,4,1,6,5,2.8,12
O=C(Nc1ccccc1-c1ccccc1)c1ccccc1Br,0,7,-6,7,10,-1,0,-0.1,-7
CCN1C(=O)/C(=C2\Sc3ccccc3N2CC)OC1=S,16,6,0,1,-1,2,3,0.9,8
CCN(CCCNC(=O)c1nn(C)c2c1CS(=O)(=O)c1ccccc1-2)Cc1ccccc1,0,-1,2,3,-2,7,-5,1.4,8
O=[N+]([O-])c1cccc(P(=O)(O)c2cccc([N+](=O)[O-])c2)c1,3,6,-1,1,3,4,4,0.0,12
COc1ccc(-n2nccc2-c2nn(-c3cccc(OC)c3)c(=O)n(C)c2=O)cc1,2,9,-9,4,6,3,-7,3.8,1
COc1ccc(S(N)(=O)=O)cc1C(=O)N(C)CC(=O)Nc1ccc(N2CCOCC2)cc1,0,12,3,0,-1,6,2,5.1,-5
O=c1[nH]c2ccsc2c(=O)n1CCO,1,5,2,0,3,1,-6,-1.5,-2
CC1CN(C(=O)c2cc(S(=O)(=O)N(C)c3ccc(F)cc3)ccc2Cl)CC(C)O1 (configuration not stated),0,9,1,-2,2,-3,3,0.2,0
O=C(CN1C(=O)NC2(CCc3ccccc32)C1=O)Nc1ccccc1Cl (configuration not stated),2,.,.,3,-1,.,-1,.,.
CCOC(=O)c1ccc(-n2c(C)ccc2C)cc1,0,-3,-2,6,2,2,1,0.7,11
O=C(CCCSc1nc(-c2ccco2)cc(C(F)(F)F)n1)NCC1CCCO1 (configuration not stated),-1,4,6,13,-1,4,-1,2.3,1
COc1ccc(-c2c(-c3cc(OC)c(OC)c(OC)c3)noc2C)cn1,-1,8,1,-2,4,2,-13,1.3,5
Cc1ccc(S(=O)(=O)NCCC(=O)N2CCCCCCC2)cc1C,2,-5,1,1,-2,1,5,-2.0,-1
CCN1C(=O)/C(=C2\C=Cc3ccccc3N2CC)OC1=S,-8,-12,-12,5,10,-8,-10,1.7,3
CCOc1cc(/C=C2\N=C(C)OC2=O)cc(Br)c1OCC(=O)OC,-1,-3,-1,-6,-5,0,-3,1.4,-3
CC(C)=CCN1CCN(Cc2nc(C(C)C)cs2)CC1CCO (configuration not stated),0,3,-4,3,-3,11,-1,1.1,4
Cc1cc(C)nc(-n2nc(C)c(Oc3ccccc3O)c2C)n1,-1,0,1,1,1,2,9,-1.2,4
O=C(Cc1ccc(-n2c(=O)[nH]c3ccccc3c2=O)cc1)N1CCN(c2ccccc2)CC1,2,4,-2,6,6,5,4,-1.4,-1
CCN1CCN(CCCNC(=O)c2ccc3c(c2)N(Cc2ccccc2)CCS3)CC1,-2,5,2,7,3,2,2,1.3,-2
Cn1c(SCC(=O)N2CCN(c3ccccc3)CC2)nnc1-c1cc2ccccc2o1,1,2,3,2,0,3,3,-1.3,3
COc1cc(/C=C2/C(=N)N3C(=NC2=O)SN=C3S(=O)(=O)C(C)C)ccc1OC(=O)c1ccco1,2,-5,-2,6,10,1,-7,3.5,-7
# Carrying on.
SMILES,AHR activator,MCL1-BIM inh,Fam108B inh,pPAFAH FP inh,PAFAH1B2 inh,Bcl-xL primary,GLD-1 RNA inh,MEX-5 binding,PME-1 inh
COc1ccccc1COC(=O)c1ccc(S(=O)(=O)N2CCOCC2)cc1,1,2,.,1,9,-1,5,.,7
O=C(Nc1ccc(N2CCOCC2)cc1)NC1CCCCC1,4,-1,2,-1,-4,7,-1,1.4,-9
O=c1cc(N2CCCC2)c(-c2ccccc2)n[nH]1,-2,-1,1,-1,.,-4,0,1.4,1
CNc1ccc(Br)cc1C(O)c1ccccc1 (configuration not stated),1,5,6,4,7,5,2,-0.7,0
O=C(O)C1C2C=CC3(CN(CC(O)COc4ccccc4)C(=O)C13)O2 (configuration not stated),3,-6,1,-5,0,-4,-7,3.7,-3
Cc1ccc(Cl)cc1NC(=O)c1ccc(CSc2nnnn2C)cc1,-5,0,2,8,2,0,7,-4.7,-6
Cc1cccc(C(=O)N[C@H](C(=O)Nc2cccc(S(=O)(=O)N3CCCC3)c2)C(C)C)c1,0,-1,0,-1,3,2,-1,0.7,2
O=c1[nH]ncc(N2CCN(Cc3ccccc3)CC2)c1Cl,-1,7,-3,1,3,2,3,-2.8,2
Cc1ccsc1-c1nc(CN(C)C(C2CC2)C2CC2)c(C)o1,3,3,-2,4,2,2,-2,0.2,1
COc1cc(-c2nnc(Cn3cc(C(F)(F)F)ccc3=O)o2)cc(OC)c1OC,3,-11,-1,-1,-1,0,-4,-3.0,-5
COc1ccc(CN2C(=O)c3ccccc3C2C(=O)NC2CCC(C)CC2)c(OC)c1 (configuration not stated),1,-2,3,11,26*,-9,1,0.3,-1
O=C(Nc1ccc2c(c1)CCC2)c1cc(S(=O)(=O)Nc2ccc(F)cc2)c(Cl)cc1Cl,4,-1,-15,15,-6,6,-3,-1.2,-20
CN(C(=O)c1cccnc1)c1nnc(-c2cccnc2)s1,7,5,3,42*,2,3,3,3.1,0
O=C(O)CCNC(=O)c1ccc(NC(=O)Cc2ccc(Cl)cc2)cc1,2,6,1,6,8,6,2,0.5,6
Cc1ccc(-c2cc(NC(=O)c3ccccc3[N+](=O)[O-])n[nH]2)cc1,45,7,2,15,3,4,11,-1.8,2
COc1ccc(NC(=O)c2ccc(NCCN3C(=O)CCC3=O)c([N+](=O)[O-])c2)cc1,2,-3,1,2,3,3,-3,-0.8,-3
Cn1c(Cn2c(=O)sc3ccccc32)nnc1SCc1ccccc1,-1,6,-2,-4,4,3,1,4.7,-6
O=C(NCCN1CCOCC1)c1ccc(Cl)c(S(=O)(=O)N2CCCCC2)c1,2,20,0,2,-5,2,-1,2.2,0
Clc1nnc(N/N=C/c2ccccc2)c2ccccc12,82*,1,2,0,3,-1,2,-17,8
CCn1c(CSc2ncccn2)nnc1SCC(=O)N1CCc2ccccc21,26,103*,-4,-1,1,99*,36*,1.0,0
Cc1ccc(S(=O)(=O)N2CCC(C(=O)NC3CCCCC3C)CC2)cc1 (configuration not stated),2,4,2,5,0,1,1,0.5,4
Cc1occc1C(=O)N/N=C/c1ccc(-c2ccccc2)cc1,7,-2,-9,-6,4,0,4,2.4,-23
CCCc1cc(C(=O)OC)c2ccccc2n1,2,-3,-7,2,2,-1,1,2.5,-3

# Screens: PubChem, several laboratories

# Only part of the results is shown (hit frequency here may not be typical).
